ALDH1A1 inh: ALDH1A1 (human) enzyme inhibition; Purified ALDH1A1, NADH fluorescence, propionaldehyde substrate; AID 1030; P00352; 7.3% of 220,000 active; Potency, µM (highest dose often 75.3 µM), without a hit: top-dose activity, negative = inhibition, usual class: inhibitors; active = well fitted inhibition curve with a large enough effect, not every such curve was filed as active; inconclusive = small, poorly fitted or top-dose-only effect, or another doubt; inactive = no such curve, though single readings can be large or run the other way;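 also: plate controls were no enzyme wells and a reference inhibitor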
Target sequence (P00352 whole entry, looked up): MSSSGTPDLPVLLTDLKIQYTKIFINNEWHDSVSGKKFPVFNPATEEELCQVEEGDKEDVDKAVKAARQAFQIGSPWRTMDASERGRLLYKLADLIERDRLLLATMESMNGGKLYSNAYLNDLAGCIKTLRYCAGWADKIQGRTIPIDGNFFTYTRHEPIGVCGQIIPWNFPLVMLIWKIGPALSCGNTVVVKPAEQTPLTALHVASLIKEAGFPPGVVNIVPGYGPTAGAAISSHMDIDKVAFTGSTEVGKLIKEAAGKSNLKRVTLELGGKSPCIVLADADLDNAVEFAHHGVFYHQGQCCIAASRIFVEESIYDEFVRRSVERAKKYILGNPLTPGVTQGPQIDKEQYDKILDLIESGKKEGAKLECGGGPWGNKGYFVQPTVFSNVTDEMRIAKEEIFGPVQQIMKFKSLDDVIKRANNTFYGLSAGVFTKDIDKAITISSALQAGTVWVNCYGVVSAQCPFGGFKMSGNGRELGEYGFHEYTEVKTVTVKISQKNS
L3MBTL1 block: blocks human L3MBTL1 | AlphaScreen L3MBTL1–H3K9me1 peptide binding | Potency, µM (highest dose often 57.1 µM), for inactives: at the top dose activity, negative = inhibition, usual class: inhibitors | 0.66% of 230,000 active; also: % is scaled to controls: 0 for no effect and ±100 for the full control effect; nearly all actives have a fitted effect of over 60% in size
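First, the protein-peptide complex forms for 30 min at room temperature (L3MBTL1 50 nM, biotinylated H3K9me1 peptide 75 nM). Next, compounds are pin-transferred and incubated 30 min. Finally, AlphaScreen beads are added and read after 30 min.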
SMN2 splice enh: SMN2 splice variant enhancement; Potency, µM (titrated, usually from 46.1 µM), for the others: top-dose activity change, positive = activation, usual class: activators; HEK293 SMN2-luciferase splicing reporter, luminescence, 30-36 h; 2.8% of 210,000 active; also: % of control where 0% means no effect; nearly all actives have a fitted effect of over 55% in size
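HEK293 cells carry an SMN2 minigene-luciferase reporter in which exon 7 inclusion puts luciferase in frame. Cells were seeded at 2000 cells/well, attached for 10-12 hours, then exposed to compounds for 30-36 hours at 37C before ONE-Glo luminescence.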
Luc counter: Kinase-Glo luciferase inhibition (counter-screen) | Q27757 | Kinase-Glo luciferase, ATP luminescence, 8 min | Potency, µM (titrated, usually from 38.3 µM), for inactives: at the highest dose activity change, negative = inhibition, most hits filed as inhibitors | 0.28% of 200,000 active | AID 1379; also: % is scaled to controls: 0 for no effect and ±100 for the full control effect; nearly all actives have a fitted effect of over 60% in size
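Recombinant Kinase-Glo luciferase, 10 uM ATP (linear range), luciferin; imidazole pH 7.2 / KCl / MgCl2 / Tween / BSA buffer; 8 min RT; luminescence.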
KDM4E inh: inhibitors of human JMJD2E histone demethylase | B2RXH2 | JMJD2E catalytic domain, FDH-coupled NADH fluorescence (FDH is formaldehyde dehydrogenase) | Potency, µM (doses to about 57.1 µM), for the others: top-dose activity change, negative = inhibition, actives largely listed as inhibitors | 1.6% of 230,000 active | AID 2147; active = well fitted inhibition curve with a large enough effect, not every such curve was filed as active; inconclusive = small, poorly fitted or top-dose-only effect, or another doubt; inactive = no such curve, though single readings can be large or run the other way;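 also: 0% = wells with enzyme and -100% = buffer wells without enzyme; nearly all actives have a fitted effect of over 50% in size; many of its hits are not listed in these tables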
Target sequence (B2RXH2 1-337 limits assumed): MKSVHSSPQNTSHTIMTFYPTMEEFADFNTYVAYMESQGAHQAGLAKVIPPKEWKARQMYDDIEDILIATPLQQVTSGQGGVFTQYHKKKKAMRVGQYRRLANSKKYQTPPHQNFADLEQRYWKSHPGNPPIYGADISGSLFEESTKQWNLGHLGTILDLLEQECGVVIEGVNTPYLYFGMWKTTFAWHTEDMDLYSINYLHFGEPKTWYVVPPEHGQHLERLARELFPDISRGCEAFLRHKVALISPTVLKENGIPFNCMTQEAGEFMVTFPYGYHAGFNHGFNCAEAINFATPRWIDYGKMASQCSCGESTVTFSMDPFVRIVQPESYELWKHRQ
RECQ1 inh: RECQ1 (human) helicase inhibition; P46063; RECQ1 DNA unwinding, red fluorescence kinetic read; Potency, µM (doses to about 57.3 µM), inactives show top-dose activity, negative = inhibition, hits mostly inhibitors; 0.54% of 240,000 active; AID 2549;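 also: plate controls were vehicle for no effect and no enzyme for full effect; nearly all actives have a fitted effect of over 30% in size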
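RECQ1T1 50 nM; forked duplex (20 bp + 30-nt ss tails) 200 nM, ATP 2 mM final; pH 8.0, 2 mM MgCl2, 2.5 ug/ml poly(dI-dC); 15 min compound preincubation; discontinuous kinetic read over 2 h at RT.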
Tau fibril ThT: blocks human tau fibril formation measured by thioflavin T. P10636. recombinant tau K18 P301L (four-repeat tau fragment), heparin-induced fibrillization, ThT fluorescence. Potency, µM (doses to about 57.4 µM), without a hit: top-dose activity, negative = inhibition, usual class: inhibitors. 2.1% of 270,000 active; also: % is scaled to controls: 0 for no effect and ±100 for the full control effect; nearly all actives have a fitted effect of over 55% in size
Target sequence (P10636 561-689 P618L limits assumed): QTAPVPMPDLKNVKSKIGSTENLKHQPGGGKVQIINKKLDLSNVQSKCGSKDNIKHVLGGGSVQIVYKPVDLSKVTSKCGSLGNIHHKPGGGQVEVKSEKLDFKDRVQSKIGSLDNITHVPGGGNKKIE
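Recombinant human tau K18 fragment […] carrying P301L, 15 uM unlabeled plus 0.24 uM Alexa 594-labeled, was fibrillized with 20 uM heparin in 100 mM sodium acetate pH 7 for 6 hr at 37 C; 30 uM ThT fluorescence read after 1 hr.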
LMNA splice mod: changes lamin A minigene splicing in HeLa cells. HeLa LMNA splicing GFP/RFP minigene ratio, 48 h. Potency, µM (top dose mostly 46.1 µM), for inactives: at the top dose ratio change, negative = inhibition, actives largely listed as inhibitors. 0.01% of 200,000 active. AID 1487; active = well fitted inhibition curve with a large enough effect in the signal ratio, with a control signal flat, not every such curve was filed as active; inconclusive = small, poorly fitted or top-dose-only effect, or effect the other way, or a change in a side signal; the % refers to the signal ratio; also: % is scaled to controls: 0 for no effect and ±100 for the full control effect
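Read-out is the ratio of GFP to DsRed2 object intensity, acquired by 488 nm laser-scanning cytometry on HeLa lamin A-EGFP minigene reporter cells. Compound incubation 48 hrs at 37 °C in Opti-MEM with 2% FBS; DMSO 0.5% final.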
Numbers without * were called inactive; i = inactive; ? = inconclusive; . = not tested or not shown; [ ] = another dose, or the depositor's remark. Unless noted, calls follow the shape of the dose curve; as a rule, active = well fitted curve in the direction sought with a large enough effect; inconclusive = small, poorly fitted or top-dose-only effect, or another doubt; inactive = no such curve, though single readings can be large; an effect the other way counts as inactive or inconclusive. Potency is read from the fitted curve at half-maximal effect. The list is partial; rates above refer to the full screens.

SMILES | ALDH1A1 inh | L3MBTL1 block | SMN2 splice enh | Luc counter | KDM4E inh | RECQ1 inh | Tau fibril ThT | LMNA splice mod
Cc1cc(C)cc(-n2ccnc2SCC(=O)O)c1 | 7.2% | 1.1% | ? | 4.1% | -5.3% | -2.1% | -0.5% | 7.1%[46 µM]
Cn1c(C(=O)O)c(CC(=O)Nc2ccc(F)cc2F)c2ccccc21 | 0.7% | -1.5% | 5.6% | -5.4% | -2.9% | -4.3% | -10.4% | -1.7%
FC(F)(F)c1cnc(Nc2ccc(N3CCOCC3)cc2)c(Cl)c1 | -1.3% | -24.0% | -19.1% | -7.6% | -3.5% | -12.3% | ? | 12.7%
OCCNCCCCOc1cccc(Br)c1 | 1.3% | -3.2% | -21.9% | 0.5% | 5.9% | 11.0% | 6.1% | -2.2%
Cc1cc(C)n2c(SCC(=O)Nc3ccccc3)nnc2n1 | -0.7% | . | 3.5% | -1.9% | 5.4% | -4.4% | -9.1% | -3.0%
COc1cccc(S(=O)(=O)N2CCN(c3ccccc3F)CC2)c1 | -8.0% | -2.1%[11.4 µM] | 2.6% | -1.7% | -7.8% | -6.3% | -5.3% | ?
CCNC(=O)C1CC(=O)N(Cc2ccc3c(c2)OCO3)C(=Nc2ccc(F)cc2)S1 (stereo unspecified) | -0.6% | 9.3% | 9.0% | -0.6% | 4.9% | 0.6% | 6.2% | 8.3%
O=C(Nc1ccccc1)C1=C[C@@H](c2ccc(Br)cc2)C[C@@H](OCc2ccc(CO)cc2)O1 | ? | -4.8% | . | . | -7.0% | -18.0% | -0.2% | .
C=CCc1ccc(OCC(O)CN2CCN(Cc3ccc(Cl)cc3)CC2)c(OC)c1 (stereo unspecified) | ? | -2.2% | -39.5%[inhibitor] | 4.0% | 7.9% | -20.9% | -6.1% | ?
Cc1ccc(C(=O)NNC(=O)CCCN2C(=O)/C(=C/c3ccccc3Cl)SC2=S)cc1 | -0.8% | 4.2% | -0.5% | -1.5% | ? | -6.4% | ? | -24.3%
O=C(NCCN1CCCC1)c1ccc2c(=O)n(CCc3ccccc3)c(=O)[nH]c2c1 | ? | 3.6% | 26.0% | -0.1% | ? | i | ? | 9.1%
O=c1c2ccccc2nc2n1CCN2 | ? | -6.8% | 5.9% | -2.7% | ? | -6.9% | 4.0% | 6.2%
Cc1ccc(OCC(=O)N2CCCCCC2)c(C)c1 | -1.7% | 8.7%[11.4 µM] | 7.08µM* | 4.3% | -3.4% | i | 8.8% | -10.0%
O=C(COc1ccc([N+](=O)[O-])cc1)Nc1ccc2c(c1)OCO2 | -7.3% | . | -17.7% | 0.1% | 4.5% | 6.7% | ? | .
COc1ccc(N2CCN(Cc3nc4scc(-c5ccccc5)c4c(=O)[nH]3)CC2)cc1 | -5.9% | ? | -51.2%[inhibitor] | 2.3% | -0.5% | -4.8% | ? | 5.7%
CCOC(=O)c1cnc2nc(COc3ccccc3)[nH]n2c1=O | -12.4% | -1.6%[11.4 µM] | -9.4% | 1.2% | -18.3% | 5.9% | -3.0% | 1.4%
Cc1ccc(C(=O)c2sc(Nc3ccccc3)c(C#N)c2N)cc1 | ? | -3.3% | 13.8% | 5.3% | -9.0% | -3.4% | -3.0% | 3.0%
COc1cc(NS(=O)(=O)c2ccc(NC(=S)NC(=O)c3cccs3)cc2)nc(OC)n1 | ? | 2.4% | -5.4% | 4.2% | ? | -3.4% | -14.3% | -1.9%
O=C(Nc1ccccc1N1CCCCC1)c1ccco1 | 2.2% | -0.1% | -10.9% | -3.1% | -1.6% | i | -6.3% | 0.2%
COC(=O)C1=C(C)NC(=O)NC1c1ccccc1 (stereo unspecified) | 9.5% | 1.0% | -14.0% | -6.8% | 3.3% | -1.4% | -5.9% | -12.1%
COc1ccc(OC)c(C2C3=C(CCCC3=O)NC3=C2C(=O)CCC3)c1 | 5.4% | . | 5.7% | 5.8% | 12.8% | -4.5% | 1.0% | 2.6%
COc1ccc(-c2c[n+]3c(n2-c2ccccc2)SCC3)cc1OC | 0.5% | -0.4% | 8.0% | 2.2% | 4.6% | 10.6% | 2.8% | 0.6%[46 µM]
Cc1cc(C)c2nc(-c3ccccn3)cc(C(=O)NCc3ccco3)c2c1 | ? | . | -17.7% | 0.0% | ? | -12.5% | ? | 20.1%
O=C1/C(=C/c2cccnc2)CCC/C1=C\c1cccnc1 | -3.0% | 7.7% | -99.6%[inhibitor] | 15.1% | 3.5% | -6.7% | 6.31µM* | ?
Cc1ccc(-c2nnc3ccc(SCC(=O)NCc4ccco4)nn23)cc1 | -12.6% | -16.0% | 2.0% | -0.3% | ? | 2.9% | -1.8% | -6.9%
COc1ccc(CN2CCN(c3ccccn3)CC2)c(OC)c1 | 0.3% | 0.0% | -6.1% | -0.4% | -21.8% | -9.9% | 4.7% | -4.1%
CCN1C(=O)N[C@@H](c2cccc(C(F)(F)F)c2)[C@@H](C(=O)OC)[C@H]1C | -0.8%[13.5 µM] | . | -0.3%[9.22 µM] | -3.1%[7.66 µM] | 5.4%[11.4 µM] | i[11.5 µM] | 7.6%[11.5 µM] | -5.0%[9.22 µM]
O=C(CCN1C(=O)C2C3C=CC(C4CC34)C2C1=O)Oc1cccc2cccnc12 (stereo unspecified) | 1.8% | -12.7% | -1.1% | -4.7% | ? | -2.4% | -1.2% | 3.3%
CCN(CC)C(=O)Cn1cc(S(=O)(=O)CC(=O)Nc2ccc3c(c2)OCCO3)c2ccccc21 | ? | . | ? | 2.4% | 3.3% | 0.0% | 0.7% | ?
C=CCSCC(N)C(=O)O (stereo unspecified) | ? | . | -7.5% | -3.5% | ? | -4.7% | -9.4% | -11.9%
O=C(Nc1ncc(Cc2ccccc2)s1)C1=NCCN1 | 2.0% | 17.5% | 9.3% | 0.9% | 7.6% | i | -4.8% | -10.9%[46 µM]
O=C(NC1CCCCC1)c1ccc2c(=O)n(CC3CCCO3)c(=O)[nH]c2c1 (stereo unspecified) | ? | 10.0% | -20.4% | 1.5% | ? | 11.2% | -10.5% | ?
CCOc1cc(/C=N/NC(=O)CNc2cccc(C)c2)ccc1OC(=O)c1ccccc1 | 2.8% | -7.0% | -17.1% | -0.1% | 0.2% | -7.4% | ? | -3.8%
CCOc1ccccc1Nc1cc(C)nc2nc(C)nn12 | -5.6% | 24.6% | -14.9% | 1.8% | -5.9% | -3.9% | -3.0% | -1.3%
Cc1c(C(=O)N2CCOCC2)oc2c1C(=O)CC(C)(C)C2 | -11.9% | 1.9%[11.4 µM] | -11.6% | -1.1% | 2.2% | -11.9% | -5.2% | 7.4%
CC1(C)Cc2c(C#N)c(NCCO)nc(-c3ccco3)c2CO1 | ? | 9.1% | . | . | ? | -3.4% | -9.1% | .
Cc1ccc(S(=O)(=O)N2CCC(=O)N([C@H](COCc3ccc(C(F)(F)F)cc3)Cc3ccccc3)CC2)cc1 | -9.7%[50.4 µM] | . | . | 2.6%[39.9 µM] | . | -4.8% | -13.8% | .
Nc1nc(NCc2ccccc2)nc(-c2ccccc2)n1 | -4.5% | -0.2% | 26.6% | 3.0% | -0.6% | -0.2% | -18.1% | 0.2%
CC1CCN(c2ccc(C(=O)NCCc3ccccc3)cn2)CC1 | ? | 4.1% | ? | -2.4% | -1.2% | -3.3% | ? | ?
O=C(N/N=C(/c1ccccc1)c1ccncc1)c1ccc2c(c1)OCO2 | -18.0% | 2.9% | -11.8% | 2.6% | 4.7% | -5.3% | 7.9% | -9.5%
O=C(C1=C[C@@H](C2CC2)C[C@@H](OCCCCO)O1)N1CCOCC1 | 31.6µM* | -5.8% | . | . | -0.4% | -8.2% | -1.5% | .
O=C(CN1CCCCCC1)Nc1ccc(Br)cc1 | 9.9% | . | -4.8% | -2.3% | -6.8% | -2.8% | -3.6% | 4.1%
Nc1ncn(C23CC4CC(CC(C4)C2)C3)n1 | 2.3% | . | -22.2% | 1.4% | 1.2% | -1.5% | -7.9% | 2.3%
CCOc1ccc(C(=O)N2CCN(c3cccc(C)c3C)CC2)cc1 | 7.5% | . | -2.3% | -1.3% | 0.2% | -7.3% | ? | ?
O=C(NCCn1cc(SCC(=O)N2CCOCC2)c2ccccc21)c1c(F)cccc1F | 3.5% | 1.7% | 11.1% | 2.1% | 3.9% | i | -9.3% | .
COc1ccc2c(c1)[nH]c1c(=O)n(/N=C/c3ccc(OC)c(CN4CCCC4)c3)cnc12 | . | -5.5% | . | . | ? | -8.0% | -18.3% | .
N#Cc1c(-c2ccccc2)nc(SCC(=O)N2c3ccccc3Sc3ccccc32)[nH]c1=O | . | -18.6% | . | . | -7.7% | -8.3% | ? | .
O=C(N/N=C/c1ccncc1)C1C2CCCCCCC21 (stereo unspecified) | -1.2% | -1.2% | -2.9% | 6.7% | 1.0% | -6.4% | -5.6% | -9.6%
CCC(C)CCCCC(=O)N[C@@H](CCN)C(=O)N[C@H](C(=O)N[C@@H](CCN)C(=O)N[C@H]1CCNC(=O)C([C@@H](C)O)NC(=O)[C@@H](CCN)NC(=O)[C@H](CCN)NC(=O)[C@H](CC(C)C)NC(=O)[C@@H](CC(C)C)NC(=O)[C@H](CCN)NC1=O)[C@@H](C)O (stereo partly specified) | -2.5% | . | . | 0.9%[39.9 µM] | . | ? | -13.2% | .
CC12C=CC(=O)C=C1CCC1C3CCC(O)(C(=O)CO)C3(C)CC3OC312 (stereo unspecified) | 1.4% | -1.1% | . | -1.2% | -10.3% | -2.8% | -9.4% | ?
O=C1CC(c2ccccc2)NC(=O)N1 (stereo unspecified) | 3.3% | -6.8% | -1.8% | -2.4% | 1.2% | -4.1% | -7.0% | -9.5%
Cc1ccnc(N2CCC(C(=O)NNC(=O)c3ccccc3)CC2)n1 | -6.0% | -2.2% | 8.6% | 2.7% | ? | -5.9% | -1.6% | 7.1%[0.0737 µM]

From PubChem
